GRIN3A LBD mod – modulates the human NR3A ligand-binding domain; NR3A LBD differential scanning fluorimetry, Tm shift; 0% = protein alone, 100% = glycine-bound protein; Tm shift relative to glycine control, % at 25 µM; actives 2.5% (n = 340,000); AID 1259313;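 active = melting temperature shift of at least 10% of the positive control shift, at one fixed dose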
PfGluPho inh – PfG6PD (Plasmodium falciparum) enzyme inhibition; PfGluPho enzyme, NADPH resazurin-diaphorase fluorescence; inhibition, % at 20 µM; actives 0.78% (n = 350,000); AID 504690;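 active = inhibition reaching at least a set limit at 20 µM in the primary screen, cut at about 59% in these data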;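 also: 0% = DMSO wells with substrate and 100% = DMSO wells lacking glucose-6-phosphate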
ATG4B inh – ATG4B (human) cysteine protease inhibition; Q9Y4P1; ATG4B cleavage of LC3-PLA2, NBD-HPC fluorescence, 1 h; inhibition, % at 8.33 µM; actives 0.51% (n = 340,000); AID 504462; in the data active = inhibition above about 40%
SENP1 FRET inh – inhibitors of human SENP1 SUMO protease catalytic domain; actives 0.21% (n = 360,000); inhibition, % at 10 µM; Q9P0U3; recombinant SENP1 catalytic domain, CyPet-SUMO1-YPet FRET cleavage;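 active = inhibition at least 30% at 10 µM, raw YFP signal under a set limit, fluorescence ratio 0.5 to 1.5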;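 also: 0% = enzyme with DMSO and 100% = no enzyme wells; some results filed as inactive read as strong as hits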
Target sequence (Q9P0U3 419-644 limits assumed): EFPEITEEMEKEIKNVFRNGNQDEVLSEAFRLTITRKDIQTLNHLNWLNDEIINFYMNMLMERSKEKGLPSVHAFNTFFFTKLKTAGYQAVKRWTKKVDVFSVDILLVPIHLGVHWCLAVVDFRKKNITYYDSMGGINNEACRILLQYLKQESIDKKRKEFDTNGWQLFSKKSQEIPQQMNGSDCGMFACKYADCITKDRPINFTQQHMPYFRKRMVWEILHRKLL
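System: Recombinant human SENP1 catalytic domain, His6-tagged | Incubation: Enzyme reaction for 50 min at room temperature, dark | Medium: Tris pH 8 with BME, BSA, NP40 and catalase | Also added: 25 nM SUMO1 FRET substrate | Compound: 10 µM single point, 0.5% DMSO | Measured by: FRET fluorescence in CFP and YFP emission channels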
SENP6 block – inhibitors of human SENP6 protease; actives 1.8% (n = 330,000); Q9GZR1; Recombinant SENP6 catalytic domain, aminoluciferin luminescence; AID 2599; inhibition, % at 10 µM;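 active = inhibition above about 50% at the single tested dose, limit read from the data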;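 also: plate controls were DMSO wells with enzyme for no effect and DMSO wells lacking enzyme for full effect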
Target sequence (Q9GZR1 628-1112 limits assumed): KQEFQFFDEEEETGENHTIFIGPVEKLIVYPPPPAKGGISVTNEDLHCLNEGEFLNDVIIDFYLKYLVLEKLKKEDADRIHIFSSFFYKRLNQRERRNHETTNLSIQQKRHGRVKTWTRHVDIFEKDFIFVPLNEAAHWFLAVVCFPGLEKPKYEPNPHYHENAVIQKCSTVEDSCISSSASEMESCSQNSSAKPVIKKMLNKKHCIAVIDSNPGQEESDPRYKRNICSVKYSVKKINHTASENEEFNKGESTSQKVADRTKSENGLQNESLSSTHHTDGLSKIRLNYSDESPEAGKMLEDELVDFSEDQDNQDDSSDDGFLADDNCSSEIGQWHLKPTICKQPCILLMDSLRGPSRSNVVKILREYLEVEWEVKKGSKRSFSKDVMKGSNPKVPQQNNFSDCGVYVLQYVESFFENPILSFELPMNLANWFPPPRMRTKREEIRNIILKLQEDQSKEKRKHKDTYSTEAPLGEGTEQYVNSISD
SENP8 inh – inhibitors of human SENP8 protease | Q96LD8 | recombinant SENP8, Nedd8 substrate fluorescence | inhibition, % at 20 µM | actives 0.64% (n = 360,000) | AID 602440; in the data active = inhibition mostly above about 40%, no sharp cut-off; inactive = mostly below about 27%
Target sequence (Q96LD8 whole entry, looked up): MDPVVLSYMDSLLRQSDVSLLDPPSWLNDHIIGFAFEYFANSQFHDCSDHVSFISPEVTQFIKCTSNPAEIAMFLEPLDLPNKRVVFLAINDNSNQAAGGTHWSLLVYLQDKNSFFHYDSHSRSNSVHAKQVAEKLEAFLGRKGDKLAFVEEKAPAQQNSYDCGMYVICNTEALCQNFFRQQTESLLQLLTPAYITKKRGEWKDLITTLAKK
MPTP block – blocks calcium-induced mitochondrial swelling. isolated mouse mitochondria, Ca2+ swelling absorbance, 30 min. inhibition, % at 10 µM. actives 1.4% (n = 360,000);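 active = inhibition of 50% or more, scaled per plate between neutral and stimulator controls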;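 also: 0% = DMSO wells given calcium and 100% = 1 mM EGTA wells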
hIAP activ – human IAP activation | purified human IAP, CDP-Star luminescence, 30 min; active compounds read high; 1 = vehicle-only enzyme, 0 = enzyme-free background | activation factor at 10 µM | actives 0.16% (n = 330,000) | P09923 | AID 2524;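 active = activation factor of the enzyme at least 2-fold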; also: the source names both 10 and 20 µM as test concentration; values of inactives mirror those of a sister screen read the other way
* hit, by the source's call; / = not tested or not shown. Rows are unselected, and some 6.7% of all compounds hit somewhere here.

SMILES | GRIN3A LBD mod | PfGluPho inh | ATG4B inh | SENP1 FRET inh | SENP6 block | SENP8 inh | MPTP block | hIAP activ
c1ccc2sc(-c3ccc4c(c3)OCO4)nc2c1 | 1.6 | 10.6 | 21.4 | -1.1 | 97.2* | -278.4 | 2.3 | 1.47
CCC(=O)N1CCc2cc(S(=O)(=O)CCC(=O)N3CCN(c4ccc(C(C)=O)cc4)CC3)ccc21 | -3.0 | -6.5 | 0.2 | -1.2 | -5.8 | -90.3 | 3.0 | 0.918
COc1ccccc1-c1nnc2sc(-c3ccc(N(C)C)cc3)nn12 | -6.5 | -14.0 | -0.2 | -22.9 | 2.0 | -266.8 | 3.8 | 0.94
CCOP(=O)(OCC)C(NC(=O)Nc1ccc(C)c(Cl)c1)c1ccccc1 (configuration not stated) | 23.8* | 7.6 | -8.4 | 0.6 | 2.3 | 11.3 | 84.4* | 0.916
CCOC(=O)C1=C(N)Oc2ccc3ccccc3c2C1c1cccnc1 (configuration not stated) | -8.2 | 3.9 | 0.7 | -1.7 | 0.1 | -1.0 | -8.6 | 1.02
Clc1ccc(CN=C(Nc2ccccc2)NC2CCCCC2)cc1 | -4.8 | -10.0 | 4.5 | 1.6 | -19.9 | 12.5 | 47.7 | 1.36
COc1ccc(NC2=NC(=S)N(c3ccccc3C)C23CCCCC3)cc1 | -0.1 | 2.7 | 0.0 | 0.6 | -10.5 | 23.6 | -0.7 | 0.934
CC(C)c1nnc(NC(=O)CCN2C(=O)c3ccccc3C2=O)s1 | -1.1 | -8.8 | -7.2 | 1.1 | -1.7 | 19.6 | 0.8 | 1.09
CC(C)Cc1nc2oc3c(NCC4CCCO4)ncnc3c2c2c1CCC2 (configuration not stated) | -2.9 | 24.1 | -17.3 | 1.0 | -17.6 | -265.0 | 2.1 | 1
O=C(NNC(=O)c1ccc(-n2cncn2)c([N+](=O)[O-])c1)c1ccc(Cl)cc1 | -1.9 | -3.6 | -1.2 | 2.2 | -11.7 | 4.4 | -1.0 | 1.06
CCOC(=O)c1c(NC(=O)CSc2nnc3c(n2)[nH]c2ccccc23)sc2c1CCN(C)C2 | -3.3 | 38.3 | -18.1 | -119.8 | -0.8 | -80.6 | -5.7 | 1.12
Cc1cc(C)cc(N(C(=O)CCC(=O)Nc2cc(C)on2)C(C(=O)NC2CCCC2)c2ccco2)c1 (configuration not stated) | -2.5 | -2.8 | -0.9 | 1.8 | 2.0 | -1.6 | -0.7 | 1.02
CCN(C(=O)CCc1nnc2ccc(N3CCC4(CC3)OCCO4)nn12)c1ccccc1 | -1.1 | -6.3 | -5.6 | 2.2 | 8.2 | -1.6 | -0.9 | 1.23
CCOC(=O)CSc1nc2sc3c(c2c(=O)n1-c1ccccc1)CCN(C)C3 | -0.9 | 24.6 | -0.8 | -25.6 | -5.1 | -424.7 | -0.9 | 1.14
CCOC(=O)C1(Cc2ccccc2C)CCCN(C(=O)CCn2nccc2C)C1 (configuration not stated) | 0.1 | 1.6 | 19.5 | 1.8 | 2.8 | 9.3 | -1.1 | 1.06
Cc1ccccc1SCC(=O)OCC(=O)N1CC(=O)Nc2ccccc21 | 3.2 | 16.2 | -1.3 | 3.9 | 0.3 | 6.5 | -0.7 | 0.838
COC(=O)[C@]1(C)CCC[C@@]2(C)C3CC[C@@]4(C)C[C@]3(CCC21)CC(=O)N4 (some centres not stated) | -1.5 | -6.4 | -12.9 | 2.0 | -17.5 | 3.7 | 2.4 | 0.91
COc1ccc(OCC(=O)NNC(=O)Cn2c(=O)cnc3ccccc32)cc1 | 0.2 | 1.9 | -4.4 | 1.3 | -9.2 | 15.7 | -1.4 | 1.42
CCOC(=O)[C@H]1[C@H]2COc3ccc(OC)cc3[C@@H]2N2C(=O)CN(Cc3ccc(F)cc3)C(=O)[C@@]12C | 1.4 | -0.8 | -5.1 | -4.6 | -7.5 | -25.0 | 1.2 | 1.01
COc1ccc(-c2nc(C)sc2C)cc1 | -0.7 | 35.0 | 5.6 | 0.2 | -32.7 | 9.9 | -0.2 | 0.815
COc1ccc(/C(O)=C2/C(=O)C(=O)N(CCCN(C)C)C2c2ccc(Cl)cc2)cc1OC (configuration not stated) | 0.7 | 5.1 | -6.1 | -2.9 | 11.0 | -12.6 | -1.2 | 0.985
COc1cccc(/C=C/c2nc(C#N)c(NCC(C)C)o2)c1 | -10.5 | 19.1 | 1.8 | -160.1 | -7.6 | -408.6 | 1.9 | 1.01
Fc1ccc(NC(=S)NCCN2CCOCC2)c(F)c1F | 0.8 | 19.2 | 0.0 | 0.4 | -1.2 | 18.0 | -2.1 | 1.06
CCNC(=S)/C(=C(/[O-])c1ccc([N+](=O)[O-])cc1)[n+]1ccccc1 | 0.3 | 9.3 | -6.4 | 1.1 | 12.1 | 22.0 | 1.6 | 0.919
COC(=O)COc1ccc(S(=O)(=O)NCc2cccnc2)cc1 | -2.6 | -0.2 | -6.5 | 0.0 | 10.2 | 7.4 | -0.8 | 1.18

Additional results
SMILES | GRIN3A LBD mod | PfGluPho inh | ATG4B inh | SENP1 FRET inh | SENP6 block | SENP8 inh | MPTP block | hIAP activ
Cc1cc(F)ccc1NCc1ccncc1 | 2.2 | 13.8 | -11.5 | 0.7 | -9.2 | 2.4 | 0.0 | 1.15
O=c1[nH]c(N/N=C/c2ccc(O)cc2)nc2ccccc12 | -18.8 | -2.5 | 7.9 | -127.6 | 75.2* | -335.7 | 2.6 | 1.01
COc1cccc(N=Nc2c(=O)[nH]n3c(C)cc(C)nc23)c1 | -3.7 | 9.1 | -0.8 | 3.3 | -3.2 | 22.4 | -2.8 | 0.82
C#CCNC(=O)C1CCN(c2ccc(S(=O)(=O)N3CCOCC3)cc2Cl)CC1 | -1.2 | 3.9 | 1.6 | -1.3 | 9.2 | -2.0 | 0.4 | 1.04
c1cc2c(c(CC3CO3)c1CC1CO1)OCCOCCOCCOCCO2 (configuration not stated) | / | -5.4 | / | -0.7 | / | 14.0 | -0.4 | /
COc1cccc(NC(=O)c2ccccc2-c2nc(-c3cccc(C)c3)no2)c1 | -8.9 | 13.4 | -10.6 | 1.0 | -4.1 | 23.0 | 2.1 | 1.01
O=C(Cc1cccc(NC(=O)C2CCCN(C(=O)CCc3ccccc3)C2)c1)Nc1cccc(C(=O)N2CCCCC2)c1 (configuration not stated) | -1.7 | -3.2 | 1.1 | 0.0 | / | 8.4 | -0.9 | /
O=C(NCCN1CCCC1)C1COc2ccccc2O1 (configuration not stated) | -4.6 | 7.8 | 12.8 | 0.1 | -1.7 | 16.3 | -0.7 | 0.956
CCc1ccc(NC(=O)CCS(=O)(=O)c2ccc3c(c2)CCN3C(C)=O)cc1 | -1.0 | -8.2 | -8.0 | -0.7 | -2.3 | 5.6 | -2.9 | 1.11
COc1cc2nc(C3CCC3)nc(N3CCN(c4ccccn4)CC3)c2cc1OC | -5.0 | 18.5 | 7.3 | 1.2 | -13.5 | -45.7 | -0.4 | 1.02
COc1cccc(NC(=O)N2CCCC2C(=O)NCc2ccccc2)c1 (configuration not stated) | -0.4 | -5.6 | 0.1 | -0.1 | -9.5 | 5.7 | 0.8 | 1.05
Cc1cc(C)c(C(=O)/C=C/c2ccc3c(c2)OCO3)c(=O)[nH]1 | -2.4 | -11.4 | -6.0 | -7.3 | -3.7 | -12.5 | -2.2 | 1.06
O=C(NCCN1CCOCC1)c1cc2ccccc2o1 | -1.1 | 3.3 | -9.3 | 0.0 | 3.6 | 9.7 | -0.2 | 1.14
CC(CCCN1CCCC1)Nc1ccnc2cc(Cl)ccc12 (configuration not stated) | 3.3 | 35.1 | -3.8 | -26.0 | / | -220.6 | -0.4 | /
CC(=O)N1N=C(c2cccnc2)OC1c1ccc(C(C)C)cc1 (configuration not stated) | -1.0 | -4.1 | 2.5 | 2.0 | 16.3 | 2.4 | -0.5 | 1.01
CCc1ccc(C)c(OC(=O)c2cncc(Br)c2)c1 | 1.7 | -76.6 | 1.4 | 0.4 | -10.7 | 14.4 | 1.3 | 1.02
CC1(C)CC2CC(C)(CN2C(=O)COC(=O)c2ccc(Cl)c(N)c2)C1 (configuration not stated) | 0.0 | 7.7 | 2.7 | -0.1 | 5.2 | -292.3 | 0.6 | 1.06
Cc1ccccc1C(=O)OCC(=O)Nc1cccc(S(=O)(=O)N2CCCCC2)c1 | / | 3.6 | / | 1.4 | / | 28.5 | 1.4 | /
Cc1ccc(S(=O)(=O)N2CCCC2)s1 | -2.1 | 5.1 | -1.9 | 1.4 | -5.1 | 4.1 | -0.6 | 1.08
CCOc1ccc(N(CC(=O)Nc2ccc3c(c2)OCCO3)S(=O)(=O)c2c(C)noc2C)cc1 | -5.2 | 22.0 | -2.4 | -8.9 | 7.9 | 9.7 | -0.6 | 0.827
CCn1c(C)c(C)c2cc(C(=O)NCCCN3CCCC3)ccc21 | -1.1 | -5.4 | -1.6 | -13.1 | 4.3 | -52.1 | -1.4 | 0.951
Cc1cc(C)c2nc(N3CCC(C(=O)NCCCN4CC(C)CC(C)C4)CC3)sc2c1 (configuration not stated) | 1.2 | -16.5 | 3.0 | 1.0 | -11.8 | 5.1 | -8.3 | 0.977
O=C(O)CSc1ccc(S(=O)(=O)N2CCCC2)cn1 | 0.4 | -4.2 | -0.3 | 1.9 | -6.3 | 14.1 | 0.0 | 0.94
CC(=O)N1CCN(S(=O)(=O)c2c(C)n(C)c(=O)n(C)c2=O)CC1 | 5.3 | 7.1 | -0.4 | -1.0 | -1.4 | 0.5 | -2.6 | 0.812
COc1ccccc1N1CCN(CC(=O)Nc2c(C)n[nH]c2C)CC1 | -1.5 | -8.6 | 5.3 | 0.4 | -6.2 | 14.2 | -2.4 | 1.04

The results go on.
SMILES | GRIN3A LBD mod | PfGluPho inh | ATG4B inh | SENP1 FRET inh | SENP6 block | SENP8 inh | MPTP block | hIAP activ
COc1ccc(OC)c(-c2c3c([nH]c(=S)c2C#N)CCCC3)c1 | 2.0 | 61.2* | -5.4 | -5.3 | -7.6 | -7.4 | -0.6 | 0.854
CS(=O)(=O)N(CC(=O)Nc1ccccc1-c1ccccc1)c1ccc(F)cc1 | 0.6 | 6.8 | 1.6 | 0.2 | -21.6 | 8.5 | -1.9 | 0.965
COCCN(C(=O)Nc1ccccc1)c1ccccc1C | 0.8 | -0.2 | -6.4 | 0.9 | -14.1 | 11.6 | -0.4 | 0.914
CCOC(=O)c1cc(-c2ccc(OC)cc2)nc2c1c(C)nn2CCC#N | 3.8 | 19.9 | -13.9 | -4.2 | -18.9 | -300.2 | 5.9 | 1
O=C1c2cccc3c(N4CCCCC4)ccc(c23)C(=O)N1CCO | 1.9 | 5.0 | -13.2 | -24.0 | -10.8 | -68.8 | 0.5 | 0.89
NC(=O)[C@@H]1CC2(CC(c3cccc(NC(=O)[C@@H]4CCC(=O)N4)c3)=NO2)CN1C(=O)Cc1ccc([N+](=O)[O-])cc1 (some centres not stated) | -1.1 | 8.9 | -1.1 | 1.7 | -16.0 | -0.8 | 0.6 | 1.09

2 entries from above, in markdown:
| Structure | GRIN3A LBD mod | PfGluPho inh | ATG4B inh | SENP1 FRET inh | SENP6 block | SENP8 inh | MPTP block | hIAP activ |
| --- | --- | --- | --- | --- | --- | --- | --- | --- |
| COc1ccccc1-c1nnc2sc(-c3ccc(N(C)C)cc3)nn12 | -6.5 | -14.0 | -0.2 | -22.9 | 2.0 | -266.8 | 3.8 | 0.94 |
| O=C1c2cccc3c(N4CCCCC4)ccc(c23)C(=O)N1CCO | 1.9 | 5.0 | -13.2 | -24.0 | -10.8 | -68.8 | 0.5 | 0.89 |

SENP6 block: entries above that show a hit.
Structure	GRIN3A LBD mod	PfGluPho inh	ATG4B inh	SENP1 FRET inh	SENP6 block	MPTP block	hIAP activ
c1ccc2sc(-c3ccc4c(c3)OCO4)nc2c1	1.6	10.6	21.4	-1.1	97.2*	2.3	1.47
O=c1[nH]c(N/N=C/c2ccc(O)cc2)nc2ccccc12	-18.8	-2.5	7.9	-127.6	75.2*	2.6	1.01
